# PGC1a acetyl inh = inhibitors of PGC1a acetylation signal, primary screen, cell-based, U2OS, AlphaScreen, inhibitor mode; AlphaScreen anti-acetyl-lysine; with virally co-expressed GCN5 acetyltransferase; inhibition, % at 15.6 µM; 350,000 compounds, 0.17% hits; AID 651687, 2012;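 active = every replicate shows inhibition of at least 40%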;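 also: 0% = neutral control wells and 100% = positive control wells; some results beyond the cut were filed as inactive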
# LGR2 inh = inhibitors of bursicon-induced LGR2 CRE-luciferase signal, primary screen, cell-based, HEK293, CRE-luciferase reporter, bursicon stimulation | Drosophila bursicon receptor LGR2 (rickets) | AID 720647, 2013 | 380,000 compounds, 0.35% hits | inhibition, % at 9.99 µM | bursicon-stimulated, 4 h;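 active = drop in luminescence signal, shown as inhibition above about 50% in the replicate tests, limit read from the data, passing the limit was not always enough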;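 also: agonist challenge used bursicon conditioned medium at about half maximal strength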
# GSIS activator = GLuc luminescence reporter in INS-1E cells, primary screen for activators of glucose-dependent secretion of insulin | INS-1E GLuc reporter insulin secretion, 2-3 h | activation, % at 16.6 µM | 370,000 compounds, 0.61% hits | AID 743287, 2014;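 active = lowest replicate activation of at least 40%, so every replicate reaches that level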;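 also: 0% = median of neutral control wells and 100% = median of IBMX positive control wells; some compounds called inactive have numbers as strong as hits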
# * marks the source's active call; other numbers are inactive results. The list is partial. The share of hits here may be higher or lower than overall.
# Order of values: PGC1a acetyl inh	LGR2 inh	GSIS activator
- COc1cccc(NC(=O)N[C@@H]2C=C[C@H](CC(=O)N3CCOCC3)O[C@@H]2CO)c1
  -0.7	-10.7	5.1
- O=C(c1ccccn1)N1CC(=O)N2[C@H](CO)[C@H](c3ccc(-c4cccc(F)c4)cc3)[C@@H]2C1
  7.3	-15.4	14.8
- COc1ccc2c3c(n(C)c2c1)[C@H](CO)N(C(=O)c1cccnc1)CC31CN(C(=O)c2cccnc2)C1
  5.4	-2.7	2.8
- COc1ccc2c3c(n(C)c2c1)[C@H](CO)N(C(=O)Nc1ccc(F)cc1)CC31CN(S(=O)(=O)c2cccc(F)c2)C1
  -0.9	6.3	-29.4
- COc1ccc(S(=O)(=O)Nc2cccc3c2O[C@H](CN(C)C(=O)Nc2cccc4ccccc24)[C@@H](C)CN([C@@H](C)CO)C3=O)cc1
  4.6	-2.7	-8.1
- COc1cccc(NC(=O)N2CC(=O)N3[C@H](CO)[C@@H](c4ccc(Br)cc4)[C@H]3C2)c1
  6.8	-1.5	1.6
- CC(C)CC#Cc1ccc2c(c1)O[C@H](CN(C)Cc1ccccc1)[C@@H](C)CN([C@H](C)CO)S2(=O)=O
  52.0*	4.1	-2.0
- C[C@H]1CN([C@@H](C)CO)C(=O)c2cccc(NS(=O)(=O)c3ccc(Cl)cc3)c2O[C@@H]1CN(C)S(=O)(=O)c1cn(C)cn1
  2.5	-7.2	6.3
- CC(C)C#Cc1ccc([C@H]2[C@@H](CO)N3C(=O)CN(C(=O)Cc4ccccc4)C[C@H]23)cc1
  -0.3	-10.4	-10.2
- COc1ccc2c3c([nH]c2c1)[C@H](CO)N(C)CC31CCN(C(=O)C2CC2)CC1
  -0.2	-15.6	3.7
- O=C(Nc1ccccc1F)N1CC(=O)N2[C@H](C1)[C@H](c1ccc(C#Cc3ccc(F)cc3)cc1)[C@@H]2CO
  -0.1	5.1	-40.6
- O=C(C1CCCCC1)N1CC(=O)N2[C@H](CO)[C@H](c3ccc(C#Cc4cccc(F)c4)cc3)[C@H]2C1
  -13.4	5.0	-0.8
- CCCNC(=O)N1CC2(C1)CN(Cc1ccccc1)[C@@H](CO)c1[nH]c3cc(OC)ccc3c12
  -5.5	-31.1	14.9
- COCC(=O)N1[C@H](CO)[C@@H](c2ccccc2)C12CN(C(=O)NC1CCCCC1)C2
  4.6	-9.9	11.2
- COc1ccc2c3c(n(C)c2c1)[C@H](CO)N(C(=O)c1cccc(F)c1)CC31CN(C(=O)c2cccc(F)c2)C1
  -6.3	-7.7	-21.7
- CCC(=O)N1CC2(C1)CN(C(=O)Nc1ccc(F)cc1)[C@H](CO)c1c2c2ccc(OC)cc2n1C
  4.5	-7.9	-32.1
- O=C(CC1CC1)N1CC(=O)N2[C@H](CO)[C@@H](c3ccc(C#Cc4ccccc4)cc3)[C@@H]2C1
  -3.7	7.0	-5.2
- COc1ccc2c3c([nH]c2c1)[C@@H](CO)N(Cc1cccc(F)c1)CC31CCN(CC2CC2)CC1
  -4.2	-12.9	-5.6
- Cc1ccccc1NC(=O)C[C@H]1CC[C@H]2[C@@H](COc3ccc(NC(=O)NC(C)C)cc3C(=O)N2C)O1
  -3.4	-10.4	14.7
- COc1cc(OC)cc(C(=O)NC(=S)Nc2ccc3c4c(cccc24)CC3)c1
  0.7	0.1	-11.7
- O=C(NC1CCCC1)N1CC(=O)N2[C@H](C1)[C@@H](c1ccc(/C=C/c3ccccc3)cc1)[C@@H]2CO
  2.6	4.2	12.5
- COc1ccc(-c2ccc([C@@H]3[C@@H](CO)N4C(=O)CN(C(=O)NC(C)C)C[C@H]34)cc2)cc1
  0.3	18.7	-4.1
- O=C(C[C@H]1CC[C@H](NC(=O)Nc2ccccc2F)[C@@H](CO)O1)NCc1ccc(F)cc1
  -2.6	-4.3	-3.3
- COc1ccc2c3c([nH]c2c1)[C@@H](CO)N(C(C)=O)CC31CCN(C(=O)CN2CCOCC2)CC1
  9.1	-4.2	5.0
- CO[C@H]1CN(C)C(=O)c2cc(NC(=O)NC(C)C)ccc2OC[C@H](C)N(S(C)(=O)=O)C[C@H]1C
  -9.5	-5.3	-6.2
- CC(C)CC#Cc1ccc([C@H]2[C@H](CO)N3C(=O)CN(C(=O)Nc4ccc(F)cc4)C[C@@H]23)cc1
  -6.7	-5.0	-22.8
- O=C(C[C@H]1C=C[C@H](NC(=O)c2ccncc2)[C@H](CO)O1)Nc1ccccc1
  -7.3	-5.6	9.2
- O=S(=O)(c1ccccc1)N1CC2(C1)[C@H](c1ccccc1)[C@H](CO)N2CC1CCOCC1
  -3.0	9.9	-6.1
- CC(C)NC(=O)N1CC2(C1)[C@H](c1ccccc1)[C@H](CO)N2C(=O)C1CCCC1
  -1.7	7.4	-2.7
- Cc1ccccc1-c1ccccc1[C@@H]1[C@@H](C#N)N(C(=O)c2cccc(F)c2)[C@H]1CO
  -0.8	1.0	-6.7
- C[C@@H]1CN([C@@H](C)CO)C(=O)c2cc(NS(C)(=O)=O)ccc2O[C@H]1CN(C)S(=O)(=O)c1ccccc1
  -2.1	-3.7	20.1
- COc1ccc2c3c(n(C)c2c1)[C@@H](CO)N(C(=O)Nc1ccccc1F)CC31CCN(C(=O)c2ccccc2)CC1
  0.2	-31.7	-27.6
- COc1ccc(S(=O)(=O)N[C@@H]2C=C[C@@H](CC(=O)N3CCC(Cc4ccccc4)CC3)O[C@@H]2CO)cc1
  7.3	20.6	-15.0
- CCCC#Cc1ccc([C@H]2[C@H]3CN(C(=O)Nc4ccc(F)cc4)CC(=O)N3[C@H]2CO)cc1
  -3.2	20.1	-13.2
- C[C@H]1CN([C@@H](C)CO)C(=O)c2cccc(NC(=O)c3cnccn3)c2O[C@H]1CN(C)S(=O)(=O)c1ccc(Cl)cc1
  9.2	5.8	1.4
- C/C=C/c1ccc([C@H]2[C@@H](CO)N3C(=O)CN(C(=O)c4cnccn4)C[C@@H]23)cc1
  -0.8	3.4	27.3
- O=C(c1ccc(F)cc1)N1CC(=O)N2[C@H](CO)[C@H](c3ccc(C#CC4CCCC4)cc3)[C@@H]2C1
  -1.8	27.8	-40.4
- COc1ccc2c3c([nH]c2c1)[C@H](CO)N(C(=O)NC1CCCC1)CC31CN(S(C)(=O)=O)C1
  -1.8	2.0	1.9
- CO[C@H]1CN(C)C(=O)c2ccc(NS(=O)(=O)CC(F)(F)F)cc2OC[C@H](C)NC[C@@H]1C
  3.7	-2.8	-1.4
- CO[C@H]1CN(C)C(=O)c2ccc(NC(=O)C3CC3)cc2OC[C@H](C)N(CC2CCOCC2)C[C@@H]1C
  -2.5	-0.3	6.1
- N#C[C@H]1[C@H](c2ccccc2C2=CCCCC2)[C@@H](CO)N1C(=O)Cc1ccncc1
  13.4	-4.3	7.6
- Cc1ccc(-c2ccc([C@@H]3[C@@H](CO)N4C(=O)CN(C(=O)Nc5cccc(F)c5)C[C@H]34)cc2)cc1
  -11.0	18.9	-25.7
- C[C@@H]1CN([C@H](C)CO)C(=O)c2cccc(NC(=O)CCCCCC(=O)Nc3ccccc3N)c2O[C@@H]1CN(C)C(=O)NC1CCCCC1
  -1.5	3.0	1.1
- O=C(c1cccc(F)c1)N1CC[C@@H]2[C@H](CO)Nc3ccc(-c4ccccc4)cc3[C@@H]21
  -4.4	4.9	-4.0
- COc1ccc(-c2ccccc2[C@H]2[C@@H](C#N)N(C(=O)NC3CCCCC3)[C@H]2CO)cc1
  -8.1	-0.8	3.5
- Cc1noc(C)c1NC(=O)Nc1ccc2c(c1)C(=O)N([C@@H](C)CO)C[C@@H](C)[C@@H](CN(C)S(=O)(=O)c1ccccc1)O2
  -3.3	5.0	2.7
- CO[C@H]1CN(C)C(=O)c2cc(NC(=O)Nc3ccc4c(c3)OCO4)ccc2OC[C@@H](C)NC[C@@H]1C
  -1.2	-36.2	6.8
- CO[C@H]1CN(C)C(=O)c2ccc(NC(=O)c3cnccn3)cc2OC[C@H](C)N(CC2CC2)C[C@H]1C
  4.8	13.2	14.9
- Cc1ccc(CN2CC(=O)N3[C@H](CO)[C@@H](c4ccc(Br)cc4)[C@H]3C2)cc1
  -5.5	4.4	10.6
- CCCN1[C@H](C(=O)OC)[C@@H](CO)[C@@H]2Cn3c(ccc(-c4cccc(C(=O)N(C)C)c4)c3=O)[C@@H]21
  -1.4	-3.6	12.0
- CC=Cc1ccc2n(c1=O)C[C@H]1[C@H](CO)[C@@H](C(=O)NCC3CC3)N(C(C)=O)[C@@H]21 (mixture of isomers)
  -0.5	-9.6	9.8
- CO[C@H]1CN(C)C(=O)c2ccc(NC(C)=O)cc2OC[C@H](C)N(Cc2cccc(F)c2)C[C@@H]1C
  -7.2	7.6	-2.6
- COCC(=O)N1CCC2(CC1)CN(C(=O)Cc1ccccc1)[C@@H](CO)c1c2c2ccc(OC)cc2n1C
  2.2	-7.1	-2.1
- COc1ccc2c3c(n(C)c2c1)[C@@H](CO)N(Cc1ccccc1)CC31CN(C)C1
  5.2	6.0	9.5
- COc1ccccc1NC(=O)N1CC(=O)N2[C@@H](CO)[C@H](c3ccc(C#Cc4ccc(F)cc4)cc3)[C@@H]2C1
  2.9	6.5	-32.7
- C[C@@H]1CCCCO[C@@H](CN(C)C(=O)Nc2ccc(F)cc2)[C@@H](C)CN([C@@H](C)CO)C(=O)c2cc(NC(=O)Nc3ccc(C(F)(F)F)cc3)ccc2O1
  -2.8	7.2	3.3
- CC(C)CC#Cc1ccc([C@@H]2[C@@H](CO)N3C(=O)CN(C(=O)c4ccccn4)C[C@@H]23)cc1
  -0.8	16.8	-13.7
- N#C[C@@H]1[C@H](c2ccccc2C2=CCCCC2)[C@H](CO)N1C(=O)C1CCOCC1
  0.4	18.2	-0.7
- COc1ccc2c3c(n(C)c2c1)[C@@H](CO)N(C)CC31CN(S(=O)(=O)c2cn(C)cn2)C1
  -7.3	-13.6	14.8
- C/C=C/c1ccc([C@H]2[C@@H](CO)N3C(=O)CN(S(=O)(=O)c4cccc(F)c4)C[C@@H]23)cc1
  -4.6	-23.1	-14.8

# Continued.
# Order of values: PGC1a acetyl inh	LGR2 inh	GSIS activator
- CO[C@@H]1CN(C)C(=O)c2cc(NC(C)=O)ccc2OC[C@H](C)N(Cc2cncnc2)C[C@H]1C
  2.7	0.7	6.0
- CO[C@H]1CN(C)C(=O)c2ccc(NC(=O)C3CC3)cc2OC[C@H](C)N(Cc2ccccc2)C[C@@H]1C
  -8.8	26.8	-25.9
- Cc1ccccc1S(=O)(=O)N1CC(=O)N2[C@H](C1)[C@@H](c1ccc(C#CCN(C)C)cc1)[C@@H]2CO
  -2.4	15.0	0.5
- COc1ccc2c3c(n(C)c2c1)[C@H](CO)N(C(=O)CN(C)C)CC31CN(C(=O)C2CCC2)C1
  -2.3	-3.7	6.0
- COCC(=O)N1[C@H](CO)[C@H](c2ccccc2)C12CN(C(=O)c1cccnc1)C2
  7.1	24.2	6.0
- CC(C)NC(=O)N(C)C[C@H]1Oc2c(NS(=O)(=O)c3cccs3)cccc2C(=O)N([C@H](C)CO)C[C@H]1C
  7.8	-26.1	5.1
- CCN1CC(=O)N2[C@H](CO)[C@@H](c3ccc(Br)cc3)[C@@H]2C1
  4.6	16.4	-5.2
- CS(=O)(=O)N1CC2(C1)[C@H](c1ccccc1)[C@H](CO)N2Cc1ccc(F)cc1
  8.3	-28.3	-0.7
- CCS(=O)(=O)N1CCC2(CC1)CN(C(=O)Nc1cccc(F)c1)[C@H](CO)c1c2c2ccc(OC)cc2n1C
  -4.8	8.8	-13.6
- CCCC#Cc1ccc([C@H]2[C@@H](CO)N3C(=O)CN(S(=O)(=O)Cc4ccccc4)C[C@H]23)cc1
  -34.6	2.9	8.3
- COc1ccc2c3c([nH]c2c1)[C@H](CO)N(C)CC31CN(C(=O)c2cccnc2)C1
  8.8	1.9	52.1
- COc1ccc2c3c(n(C)c2c1)[C@H](CO)N(Cc1ccccc1Cl)CC31CCN(C(=O)CN(C)C)CC1
  -17.1	-11.8	5.7
- CCCC#Cc1ccc([C@H]2[C@@H](CO)N3C(=O)CN(C(=O)c4ccncc4)C[C@@H]23)cc1
  3.1	15.1	7.5
- C/C=C/c1ccc([C@H]2[C@@H](CO)N3C(=O)CN(Cc4ccc(C)cc4)C[C@H]23)cc1
  -3.2	-0.9	-6.0
- Cc1ccccc1-c1ccc([C@H]2[C@@H](CO)N3C(=O)CN(C(=O)c4ccc(F)cc4)C[C@@H]23)cc1
  1.9	11.4	-18.2

# Already shown: an excerpt of the list.
# Order of values: PGC1a acetyl inh	LGR2 inh	GSIS activator
- COc1ccc2c3c([nH]c2c1)[C@H](CO)N(C)CC31CN(C(=O)c2cccnc2)C1
  8.8	1.9	52.1
- COc1ccc2c3c(n(C)c2c1)[C@H](CO)N(Cc1ccccc1Cl)CC31CCN(C(=O)CN(C)C)CC1
  -17.1	-11.8	5.7
- CCCC#Cc1ccc([C@H]2[C@@H](CO)N3C(=O)CN(C(=O)c4ccncc4)C[C@@H]23)cc1
  3.1	15.1	7.5
- C/C=C/c1ccc([C@H]2[C@@H](CO)N3C(=O)CN(Cc4ccc(C)cc4)C[C@H]23)cc1
  -3.2	-0.9	-6.0
- Cc1ccccc1-c1ccc([C@H]2[C@@H](CO)N3C(=O)CN(C(=O)c4ccc(F)cc4)C[C@@H]23)cc1
  1.9	11.4	-18.2

# Source: PubChem (Broad Institute)
